Compound activity deposited in PubChem BioAssay by Broad Institute.
INS-1E GSIS act: GLuc luminescence reporter in INS-1E cells, primary screen for activators of glucose-dependent secretion of insulin | INS-1E GLuc reporter insulin secretion, 2-3 h | activation, % at 16.6 µM | actives 0.61% (n = 370,000) | AID 743287;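 active = lowest replicate activation of at least 40%, so every replicate reaches that level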;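 note: 0% = median of neutral control wells and 100% = median of IBMX positive control wells; some compounds called inactive have numbers as strong as hits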
Cneo AK release: Cryptococcus neoformans lysis via adenylate kinase release; C. neoformans lysis, adenylate kinase release luminescence, 4 h; normalised: neutral wells 0, clomiphene wells 100; lysis activity, % at 15 µM; actives 0.2% (n = 360,000);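 active = mean lysis activity across replicates of at least 80%, whatever share of replicates individually reach that level; inactive = mean lysis activity below 80%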
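Signal: Adenylate kinase release luminescence | Assay system: Log-phase Cryptococcus neoformans yeast cells | Input: Cells at 5 × 10^6 per mL | Buffer or medium: Fresh YPD growth medium | Compound: Single dose | Schedule: Static 4 h at 37 °C with compound, 1 h detection | Controls: Clomiphene | Read-out: Luminescence rise reflecting yeast cell lysis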
PglD inh: blocks C. jejuni PglD acetyltransferase activity | inhibition, % at 12.5 µM | purified PglD enzyme, DTNB colorimetric CoA detection | AID 602405 | actives 0.098% (n = 360,000); in the data active = inhibition above about 16%, passing the limit was not always enough; note: strong numbers were not always called active
PGC1a acetyl inh: lowers PGC1a acetylation signal in U2OS cells. AlphaScreen anti-acetyl-lysine; with virally co-expressed GCN5 acetyltransferase. inhibition, % at 15.6 µM. actives 0.17% (n = 350,000);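 active = every replicate shows inhibition of at least 40%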;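 note: 0% = neutral control wells and 100% = positive control wells; some results beyond the cut were filed as inactive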
PAX8 inh HTS: lowers PAX8-driven luciferase in RMG-I cells | RMG-I TPO-luciferase reporter, SteadyGlo, 24 h | inhibition, % at 12.6 µM | actives 1.2% (n = 360,000) | AID 652154;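 active = mean replicate inhibition at least 60% with every replicate also reaching 60%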;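 note: luciferase light reporting Pax8 driven TPO promoter activity; plate controls were median of neutral control wells for no effect and mitoxantrone controls for full effect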
C2C12 statin: protects C2C12 myotubes from simvastatin toxicity; rescue of ATP level, % at 7.49 µM; actives 0.78% (n = 330,000); ATP luminescence, 48 h; scaled: DMSO 0, geranylgeraniol control 100;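 active = mean ATP rescue above about 67%, or every replicate alone reaching that limit, limit read from the data, passing the limit was not always enough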;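 note: myotubes were challenged with 10 µM simvastatin during compound exposure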
LGR2 antag: Drosophila LGR2 receptor signaling inhibition | HEK293 LGR2, CRE-luciferase, bursicon-stimulated, 4 h | inhibition, % at 9.99 µM | actives 0.35% (n = 380,000);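 active = drop in luminescence signal, shown as inhibition above about 50% in the replicate tests, limit read from the data, passing the limit was not always enough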;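 note: agonist challenge used bursicon conditioned medium at about half maximal strength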
ARNT-TACC3 inh: disrupts binding between human ARNT and TACC3; Q9Y6A5; AlphaScreen His-ARNT PAS-B/GST-TACC3 binding, luminescence; TACC3 fragment carries E629A point mutation; inhibition, % at 9.99 µM; actives 0.66% (n = 390,000);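 active = mean inhibition of replicates at least 50% and at least half of replicates each reaching 50%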;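 note: 0% = complete ARNT plus TACC3 wells and 100% = ARNT alone without TACC3; many hits fall short of the cut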
* = called active by the depositor; / = not tested or not shown; & = joins results of further samples.

SMILES	INS-1E GSIS act	Cneo AK release	PglD inh	PGC1a acetyl inh	PAX8 inh HTS	C2C12 statin	LGR2 antag	ARNT-TACC3 inh
CC(=O)N(C)C[C@@H]1Oc2cc(-c3ccncc3)ccc2S(=O)(=O)N([C@@H](C)CO)C[C@@H]1C	28	-2	-3	-1	/	1	2	-4
C[C@@H]1CN([C@@H](C)CO)C(=O)c2cc(NS(C)(=O)=O)ccc2O[C@@H](C)CCCCO[C@H]1CN(C)Cc1ccc(C(F)(F)F)cc1	-7	/	/	2	-26	/	-11	/
CCC(=O)Nc1ccc2c(c1)OC[C@@H](C)N(Cc1ccccc1OC)C[C@H](C)[C@@H](OC)CN(C)C2=O	-2	2	-2	-3	-6	-18	3	-2
O=C(Nc1ccc(F)cc1)N1CCCCN2[C@H](CO)[C@H](c3ccc(-c4ccncc4)cc3)[C@@H]2C1	-3	1	1	-10	12	/	10	-2
CNC(=O)CC12CC3CC(CC(C3)C1)C2	19	5	1	/	/	-3	-3	-1
COC(=O)c1nnn(CC(=O)NC(=O)Nc2cccc(C)c2C)c1C(=O)OC	-5	-2	-1	-8	/	/	11	-1
C[C@@H]1CN([C@H](C)CO)C(=O)Cc2cc(NC(=O)NC3CCCCC3)ccc2O[C@H]1CN(C)Cc1ccc(Cl)c(Cl)c1	-15	1	-1	6	-17	42	-3	-12
Oc1cccc2ccc(/C=C/c3c(F)cccc3Cl)nc12	8	/	/	8	-6	/	-25	-4
Cc1ccsc1/C=N/N1CCOCC1	-8	/	/	/	-8	/	3	4
Cc1ccc(S(=O)(=O)Nc2nc3ccccc3s2)cc1[N+](=O)[O-]	3	1	2	/	7	4	-19	-1
CCC(=O)Nc1ccc2c(c1)OC[C@@H](C)N(Cc1ccc(-c3ccccn3)cc1)C[C@@H](C)[C@H](OC)CN(C)C2=O	-27	-1	-2	4	19	19	10	4
COC(=O)[C@]1(Cc2ccccc2)N[C@H](c2ccc(-c3cccc(Cl)c3)cc2)[C@@H]2C(=O)N(C)C(=O)[C@@H]21	1	11	-2	/	43	-31	7	-7
COC(=O)C[C@@H]1CC[C@H]2[C@H](COc3ccc(NS(=O)(=O)c4ccccc4F)cc3C(=O)N2C)O1	-5	1	2	-6	19	-12	10	3
COc1ccc(CN2C(=O)c3cccnc3C2=O)cc1S(=O)(=O)N1CCOc2ccccc21	5	-1	4	3	4	4	1	22
CCS(=O)(=O)N1CC2(C1)[C@H](c1ccccc1)[C@H](CO)N2CCC(F)(F)F	13	/	/	-9	-6	/	13	/
Cc1nn(-c2ccccc2)c(C)c1/C=N/NC(=O)c1cc(O)cc(O)c1	22	-2	-1	-4	12	/	14	40
C/C=C/c1ccc2c(c1)O[C@H](CN(C)S(=O)(=O)c1ccc(C)cc1)[C@H](C)CN([C@H](C)CO)S2(=O)=O	-14	-1	-5	-1	/	-11	0	2
CN(C)CCNC(C(=O)Nc1cccc(S(=O)(=O)N2CCOCC2)c1)c1ccccc1 (stereo not given)	-1	0	-3	/	-14	-2	-11	-1
COc1ccc(-c2cc3nnc(-c4ccccc4)nc3s2)cc1	/	-1	-7	8	/	3	/	0
O=C(C[C@H]1C[C@H]2c3cc(NC(=O)Cc4ccncc4)ccc3O[C@H]2[C@@H](CO)O1)NCc1cccc(F)c1	-5	3	3	0	5	1	-1	-4
COc1ccc2oc(C(=O)NCC(c3ccco3)N(C)C)c(C)c2c1 (stereo not given)	0	3	4	/	-86	-13	-22	3
CC(C)NC(=O)N1CC(=O)N2[C@H](CO)[C@H](c3ccc(C#CCN(C)C)cc3)[C@H]2C1	11	/	/	16	0	/	-3	/
Cc1nnc(NC(=O)C2CC(=O)N(c3ccccc3)C2)s1 (stereo not given)	10	4	-1	/	-22	5	0	-6
C[C@H]1CN([C@@H](C)CO)C(=O)c2cc(NC(=O)Cn3cnnn3)ccc2O[C@H]1CN(C)Cc1ccc(Cl)c(Cl)c1	1	-4	3	2	-11	46	1	/
COc1cccc(/C=N/Nc2ncnc(N)c2[N+](=O)[O-])c1OC	/	-4	0	4	/	15	/	5

Continued (three carried over from the part before).
SMILES	INS-1E GSIS act	Cneo AK release	PglD inh	PGC1a acetyl inh	PAX8 inh HTS	C2C12 statin	LGR2 antag	ARNT-TACC3 inh
Cc1nnc(NC(=O)C2CC(=O)N(c3ccccc3)C2)s1 (stereo not given)	10	4	-1	/	-22	5	0	-6
C[C@H]1CN([C@@H](C)CO)C(=O)c2cc(NC(=O)Cn3cnnn3)ccc2O[C@H]1CN(C)Cc1ccc(Cl)c(Cl)c1	1	-4	3	2	-11	46	1	/
COc1cccc(/C=N/Nc2ncnc(N)c2[N+](=O)[O-])c1OC	/	-4	0	4	/	15	/	5
O=C(Cn1nc(C(F)(F)F)c2c1CCCC2)Nc1ccc2c(c1)OCO2	/	-1	5	-6	-5	18	/	-2
COc1ccc(CNC(=O)CN2C(=O)NC3(CCCCCC3)C2=O)cc1OC	-8	/	/	/	16	/	-17	-8
COCc1c(C(=O)OCc2nc(N)nc(Nc3ccccc3C)n2)oc2ccccc12	/	0	2	-16	-15	4	/	-2
O=C(C(NS(=O)(=O)c1cccc2nsnc12)c1ccccc1)N1CCN(c2ccccc2)CC1 (stereo not given)	/	-1	4	/	13	-11	19	8
COC(=O)CCc1c[nH]c2ccc([N+](=O)[O-])cc12	0	-1	-5	5	-1	-3	-8	7
Cc1ccc2nc(C)c3c(c2c1)N(c1ccccc1)CC3	-3	6	3	-14	-4	/	2	-1
CO[C@@H]1CN(C)C(=O)c2cc(NC(=O)C3CC3)ccc2OC[C@@H](C)N(C(=O)c2ccncc2)C[C@@H]1C	7	0	-1	9	16	-1	11	-21
COc1cccc2c(=O)c3ccccc3oc12	27	-2	-6	/	-117	12	-26	0
CCOC(=O)Cc1csc(NC(=O)CCSc2ccccc2)n1	-21	-1	0	-6	2	3	-60	-1
O=C(NCCNC(=O)c1ccc(-c2cc(Cl)ccc2Cl)o1)c1cnccn1	/	0	3	-10	-3	-5	/	/
COc1ccc(-c2cnc3c(c2)C(=O)N([C@H](C)CO)C[C@H](C)[C@H](CN(C)S(C)(=O)=O)O3)cc1	-4	-16&-16	-3&0	-3&2	/	4&14	-13	-1&-7
CCC(CO)Oc1cc(NCc2ccncc2)c2ncn(C(C)C)c2c1 (stereo not given)	2	0	-4	6	-6	0	-2	21
CCCc1cc(=O)[nH]c2nnc(SCC(=O)Nc3ccc4c(c3)OCCO4)n12	6	0	-2	4	5	9	-11	-24
COc1ccc(-c2ccc(SCC(=O)NCc3ccco3)nn2)cc1	-4	4	0	-18	/	-3	-20	-10
CC(Oc1ccc(Cl)cc1Cl)C(=O)NCCCCc1ccccc1 (stereo not given)	-11	3	-1	/	-13	-3	-6	/
CC1=CC(C)(C)N(C(=O)CSc2nnc(-c3ccccc3)o2)c2ccc(C)cc21	-14	/	/	/	/	-3	4	7
CCN1C[C@@H]2[C@@H]3C(=O)N(Cc4ccccc4)C(=O)[C@@H]3[C@](C)(C(=O)OC)N2C1=NC	/	0	-1	3	/	-10	/	-5
O=C(C[C@@H]1C[C@@H]2c3cc(NC(=O)Nc4ccc(C(F)(F)F)cc4)ccc3O[C@@H]2[C@H](CO)O1)NCc1ccc2c(c1)OCO2	8	-3	1	-3	-2	2	-14	-4
Cc1ccc(N2C(=O)N(CC(=O)Nc3cccc([N+](=O)[O-])c3C)C(=O)C2C)cc1 (stereo not given)	-15	/	/	/	-24	/	0	-1
S=c1[nH]nc(-c2ccco2)n1-c1ccc(Cl)cc1	-1	/	/	12	6	/	-3	-2
CCc1cnc(N2[C@@H](C#N)[C@@H](c3ccc(C4=CCCCC4)cc3)[C@@H]2CO)s1	4	-3	-1	1	-1	-50	2	22
CCOC(=O)C1CCN(C(=O)c2ccc(NS(=O)(=O)c3ccc4[nH]c(=O)[nH]c4c3)cc2)CC1	/	1	-4	14	6	4	7	17
O=C(NCc1ccccc1CN1CCCC1)c1ccc(Cl)c(S(=O)(=O)N2CCCC2)c1	-8	3	-2	-7	-1	0	-8	0
CC1CCC(C(C)C)C(OC(=O)C[n+]2cc(-c3ccc(Cl)cc3)n3c2CCC3)C1 (stereo not given)	-28	/	/	-3	41	/	33	1
COCCNc1nc(SCC(=O)N2CCN(c3ccccc3OC)CC2)nc2ccccc12	/	-1	3	-25	/	/	/	4

Quoted from the listing.
`COc1ccc2oc(C(=O)NCC(c3ccco3)N(C)C)c(C)c2c1` (stereo not given) in ARNT-TACC3 inh: 3
`C[C@@H]1CN([C@@H](C)CO)C(=O)c2cc(NS(C)(=O)=O)ccc2O[C@@H](C)CCCCO[C@H]1CN(C)Cc1ccc(C(F)(F)F)cc1` in PGC1a acetyl inh: 2
`CCC(CO)Oc1cc(NCc2ccncc2)c2ncn(C(C)C)c2c1` (stereo not given) in PGC1a acetyl inh: 6
`Oc1cccc2ccc(/C=C/c3c(F)cccc3Cl)nc12` in INS-1E GSIS act: 8
`COc1cccc(/C=N/Nc2ncnc(N)c2[N+](=O)[O-])c1OC` in Cneo AK release: -4

The main list resumes, repeating the three entries before the break.
SMILES	INS-1E GSIS act	Cneo AK release	PglD inh	PGC1a acetyl inh	PAX8 inh HTS	C2C12 statin	LGR2 antag	ARNT-TACC3 inh
O=C(NCc1ccccc1CN1CCCC1)c1ccc(Cl)c(S(=O)(=O)N2CCCC2)c1	-8	3	-2	-7	-1	0	-8	0
CC1CCC(C(C)C)C(OC(=O)C[n+]2cc(-c3ccc(Cl)cc3)n3c2CCC3)C1 (stereo not given)	-28	/	/	-3	41	/	33	1
COCCNc1nc(SCC(=O)N2CCN(c3ccccc3OC)CC2)nc2ccccc12	/	-1	3	-25	/	/	/	4
CC1=C(C(N)=O)C(c2ccc3c(c2)OCO3)n2nc(-c3cccc(C)c3)nc2N1 (stereo not given)	/	0	5	-2	-23	24	/	-3
CO[C@H]1CN(C)C(=O)c2cc(NS(=O)(=O)c3cn(C)cn3)ccc2OC[C@@H](C)N(C)C[C@@H]1C	-2	-1	-3	-4	-6	2	-10	0
COC(=O)CCCCC1SCC(NC(=O)c2ccccc2)C1OC(C)=O (stereo not given)	-9	/	/	3	-1	/	9	-1
CSc1nnc(CSc2cc(C)nc(N(C)C)n2)o1	21	-2	6	-1	-3	-1	-4	-6
COc1ccc(-c2csc(Nc3cc(C)ccn3)n2)cc1C	-2	-3	-1	-7	-145	14	-48	19
CN1C(=O)C(CC(=O)Nc2ccccc2F)N(NC(=O)c2ccc(Br)cc2)C1=S (stereo not given)	-34	4	3	/	10	-12	-6	0
COc1cccc(-c2nn3c(-c4cccc(C)c4)nnc3s2)c1	-12	6	-2	-9	/	25	-61	13
